Source: PubChem BioAssay (several laboratories)
GDH-TPI counter = counter-screen for M. tuberculosis FBA inhibitors: GDH-TPI coupled enzymes; GDH-TPI coupled enzyme counterscreen, NADH absorbance; inhibition, % at 4.8 µM; 360,000 tested, 1.2% active; AID 588335;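 note: 0% = DMSO wells and 100% = wells lacking the enzyme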
BioA inh = inhibitors of Mycobacterium tuberculosis BioA enzyme; purified M. tuberculosis BioA enzyme, plate reader; inhibition, % at 9.99 µM; 360,000 tested, 0.096% active; AID 602481; in the data active = inhibition above about 40%; inconclusive = no clear call, values can overlap the other calls
BoNT-F LC inh = inhibitors of Botulinum neurotoxin F light chain protease. inhibition, % at 10 µM. 360,000 tested, 0.22% active. Multiplex microsphere protease cleavage assay, flow cytometry; in the data active = inhibition above about 35%, passing the limit was not always enough; inconclusive = no clear call, values can overlap the other calls; note: plate controls were buffer without enzyme for full effect and enzyme alone for no effect
CCHF vOTU inh = blocks the CCHF virus ovarian tumor domain protease; CCHFV vOTU protease, Pep-AMC fluorescence; inhibition, % at 11.5 µM; 370,000 tested, 0.55% active; AID 651958; note: 0% = vehicle wells with enzyme and 100% = no enzyme wells
PrPC TRFRET = cell surface PrPC inhibition, primary TR-FRET screen. P04156. TR-FRET read-out. inhibition, % at 13.8 µM. 370,000 tested, 0.43% active. AID 720596; in the data active = inhibition above about 24%; note: 0% = median of the test wells and 100% = reference compound wells
UGM FP inh = inhibitors of M. tuberculosis UDP-galactopyranose mutase | 320,000 tested, 0.06% active | P9WIQ1 | purified UGM, fluorescence polarization probe displacement | AID 504406 | inhibition, % at 10 µM; in the data active = inhibition above about 10%, passing the limit was not always enough; inconclusive = no clear call, values can overlap the other calls
Target sequence (P9WIQ1 whole entry, looked up): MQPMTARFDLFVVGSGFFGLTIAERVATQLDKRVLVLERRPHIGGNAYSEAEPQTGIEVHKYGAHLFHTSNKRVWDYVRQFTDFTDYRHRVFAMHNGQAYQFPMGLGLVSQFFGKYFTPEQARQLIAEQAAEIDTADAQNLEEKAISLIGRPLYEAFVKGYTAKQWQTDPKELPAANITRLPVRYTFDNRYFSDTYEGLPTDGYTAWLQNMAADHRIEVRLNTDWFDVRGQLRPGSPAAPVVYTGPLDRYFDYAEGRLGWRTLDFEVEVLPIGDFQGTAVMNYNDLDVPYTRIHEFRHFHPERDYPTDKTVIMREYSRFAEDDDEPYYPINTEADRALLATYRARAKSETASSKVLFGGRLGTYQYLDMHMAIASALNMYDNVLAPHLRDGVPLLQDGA
FadD28 FP inh = inhibitors of Mycobacterium tuberculosis FadD28 bisubstrate binding. FadD28 bisubstrate probe binding, fluorescence polarization. inhibition, % at 12.5 µM. 360,000 tested, 0.22% active. AID 588549; in the data active = inhibition above about 8.5%, passing the limit was not always enough; inconclusive = no clear call, values can overlap the other calls
BoNT-A LC inh2 = blocks Botulinum neurotoxin A light chain protease; 360,000 tested, 0.17% active; AID 588499; multiplex microsphere protease substrate cleavage, flow cytometry; inhibition, % at 10 µM; in the data active = inhibition above about 30%; inconclusive = no clear call, values can overlap the other calls; note: plate controls were buffer without enzyme for full effect and enzyme alone for no effect
FBA Mtb inh = inhibitors of M. tuberculosis fructose-bisphosphate aldolase. purified M. tuberculosis FBA, fluorescence read-out. inhibition, % at 1 µM. 360,000 tested, 2.3% active. AID 588726; in the data active = inhibition above about 27%;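 note: 0% = vehicle and 100% = reference inhibitor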
Target sequence (P9WQA3 whole entry, looked up): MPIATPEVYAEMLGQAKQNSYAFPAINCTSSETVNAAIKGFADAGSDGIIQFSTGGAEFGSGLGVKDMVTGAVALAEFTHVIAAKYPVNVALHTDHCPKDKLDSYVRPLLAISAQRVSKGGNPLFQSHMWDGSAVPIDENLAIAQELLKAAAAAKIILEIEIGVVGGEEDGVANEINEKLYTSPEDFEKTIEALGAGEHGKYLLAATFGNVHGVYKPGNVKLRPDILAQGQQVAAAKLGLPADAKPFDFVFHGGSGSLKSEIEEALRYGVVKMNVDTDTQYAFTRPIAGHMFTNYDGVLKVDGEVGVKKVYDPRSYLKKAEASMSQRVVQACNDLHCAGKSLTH
* marks the source's active call; other numbers are inactive results; ? = inconclusive; / = not tested or not shown. Cut-off read from the data, not from the text of the source, unless noted: active = inhibition above about 30%; inactive = the rest.

compound,GDH-TPI counter,BioA inh,BoNT-F LC inh,CCHF vOTU inh,PrPC TRFRET,UGM FP inh,FadD28 FP inh,BoNT-A LC inh2,FBA Mtb inh
C[C@@H]1CCCN1[C@H]1CS(=O)(=O)N[C@@H]1COCc1ccccc1,/,-1.1,6,6,3,/,-1.8,0.4,0
C=CCNc1nc(N)c([N+](=O)[O-])c(Nc2ccccc2OC)n1,20,-0.4,-18,14,-11,0.2,-0.8,-3.7,3
Cc1ccc(C)c(NC(=O)CSc2nnc([C@@H]3CCCN3C(=O)OC(C)(C)C)o2)c1,-8,-1.8,-1,6,0,2.8,-4.0,-0.3,3
Cc1cc(OCC(=O)Nc2ccc3c(c2)OCCO3)cc(C)c1Cl,3,-0.6,-8,16,-1,0.6,0.0,-1.3,-3
O=C(NCCC1CCCCN1S(=O)(=O)c1ccccc1)C(=O)Nc1ccc(F)cc1F (configuration not stated),-2,-1.2,3,-4,10,-0.7,-0.7,-0.5,6
Cc1cc(S(=O)(=O)N2CCN=C2c2ccccc2)c(Cl)cc1Cl,6,/,1,-11,-5,0.5,-2.3,-0.9,-1
Cc1ccc(S(=O)(=O)NC(CC(C)C)C(=O)N2CCC(C)CC2)cc1 (configuration not stated),-5,-0.2,-4,2,2,1.2,-4.0,-0.7,-10
COc1ccc(N2CCN(Cc3nc(-c4ccccc4)no3)CC2)cc1,1,/,-2,-5,-4,-2.4,-3.7,-0.7,0
COc1cc2c(cc1OC)CN(C(=O)c1ccc3nc[nH]c3c1)CC2,2,/,-5,-5,3,-1.5,-0.9,-0.1,1
CC(C)(C)NC(=O)C(=O)NNC(=O)c1cccc([N+](=O)[O-])c1,6,/,-7,-6,-11,0.0,-4.3,-0.7,-1
COC(=O)c1cc(-c2ccc(S(=O)(=O)N3CCCC3)cc2)c(C(F)(F)F)s1,-3,/,?,14,-1,-0.6,-0.7,2.3,-3
C=CCOc1ccccc1CNc1ccc2c(c1)OCCO2,-7,/,-9,/,/,0.9,-3.2,5.4,-3
CCOC(=O)C1CCN(S(=O)(=O)c2ccc(C(=O)OC)cc2)CC1,3,-4.4,-2,-11,-3,-1.5,0.3,-0.4,1
Cc1cc(C)n(CCc2nc(-c3ccc(F)cc3)cs2)n1,4,/,1,-1,-3,-2.1,-1.6,0.0,1
CC(=O)c1cccc(NC(=O)c2nccnc2C(=O)O)c1,10,0.9,5,0,1,0.3,-1.1,0.4,-1
COc1ccc(C2=CSC3=C(C(=O)c4cccc(S(=O)(=O)N(C)C)c4)CCN23)cc1,-5,2.3,0,-1,6,0.7,-4.6,2.8,-1
CSCCC(NC(=O)COc1ccccc1)C(=O)N1CCOCC1 (configuration not stated),9,/,5,7,4,1.0,-2.3,2.2,0
COc1ccc2c(=O)c3c(=O)n(CCc4ccccc4)c(C)nc3oc2c1,0,-0.1,-12,-10,-3,/,-1.5,-0.3,2
O=C(Nc1ccc(C(F)(F)F)cc1)C1CCCCN1S(=O)(=O)c1ccccc1 (configuration not stated),0,1.8,-10,7,23,/,-2.8,-0.7,-2
CCC1(c2ccccc2)SC(=O)NC1=O (configuration not stated),-3,/,-1,2,-5,/,-1.3,-0.6,1
Cc1ccc(CC(=O)NCc2ccc3c(c2)OCO3)cc1,-2,1.1,-15,9,-3,2.6,0.0,0.2,-3
CCCc1nn2c(=O)cc(CSCC(=O)Nc3nnc(CC)s3)nc2s1,1,-0.7,-3,6,-3,2.1,-1.1,0.8,2
COC(=O)C1=C(c2ccc3ccccc3c2)C[C@@H]2CC[C@H]1N2C(=O)NC1CCCCC1,13,2.2,-9,/,/,-1.0,-1.8,0.2,5
CN(C)N1C(N)=C(C#N)C(c2ccc(F)cc2)C2=C1CCCC2=O (configuration not stated),-8,-0.4,25,3,-5,3.7,-6.5,-1.0,0
Cc1ccc(NC(=O)CC2Oc3ccc(C)cc3NC2=O)c(C)c1 (configuration not stated),-7,-0.7,2,-20,1,1.6,-0.5,0.5,3
O=c1c2c3c(sc2n(CCN2CCCC2)c(=O)n1Cc1ccco1)CCCCC3,14,-0.7,-9,2,-1,-0.6,-2.8,0.3,-2
COc1ccc(/C=N/NC(=O)c2cc[n+]([O-])cc2)cc1O,26,/,5,16,-9,-2.2,-1.5,1.6,-1
CN(Cc1cccnc1)Cc1cn[nH]c1-c1ccc(-c2ccccc2)cc1,4,20,0,-4,-1,-3.8,-2.9,0.4,5
CC(C)CC(=O)Nc1nnc(-c2ccco2)s1,6,-2.0,2,-12,4,-0.2,2.7,1.1,4
CC(=O)c1cccc(NC(=O)CCC2CCCC2)c1,11,2.2,1,17,7,0.6,-3.2,1.6,-11
O=C(CC(Sc1ccc(Br)cc1)C(=O)O)c1ccc(F)cc1 (configuration not stated),6,-0.2,9,8,12,3.9,-1.4,-2.2,5
CCN(c1cccc(C)c1)S(=O)(=O)c1cccc2nsnc12,4,0.5,-15,-1,-18,2.2,-1.1,-1.2,2
CCn1cc(C(=O)OCC(=O)N(C)C2CCS(=O)(=O)C2)c(=O)c2ccc(C)nc21 (configuration not stated),9,-0.5,-9,-8,2,2.3,-0.6,0.3,2
Cc1ccc(C(=O)c2cnc3ccccc3c2-c2ccccc2)cc1,7,-2.2,7,2,2,2.0,3.0,-0.1,-1
C=C(C)Cn1c(SCC#N)nc2ccccc2c1=O,1,2.9,-11,2,-3,2.3,-3.2,0.0,-1
CC12CCCC[C@@H]1CCC1C2CCC2(C)C1CC[C@@]2(O)CNCCO (some centres not stated),-7,-1.0,-14,3,5,3.6,-2.8,-3.4,1
CC1CCCN(C(=O)c2cc(F)c(F)cc2Cl)C1 (configuration not stated),6,/,-5,-19,-1,0.6,-0.5,1.9,-3
Cc1c(NC(=O)CSc2ccc3c(c2)OCCO3)c(=O)n(-c2ccccc2)n1C,1,2.6,14,-5,-1,0.0,-2.2,-0.3,2
COc1cc(/C=C/C(=O)c2c(O)cc(C)oc2=O)cc(OC)c1O,34*,-1.1,-12,-2,-8,-2.4,0.0,-0.3,-6
Cc1ccc(N(C)C(=O)c2cc(S(=O)(=O)N3CCCC3)cn2C)cc1,10,1.4,-4,-7,8,2.8,1.0,-0.1,-1
O=C(/C=C/c1cccc(O)c1)c1ccc(N2CCOCC2)cc1,43*,2.1,-9,11,-10,-0.1,-0.2,1.1,-2
CCOc1ccc(C(=O)N2CCCC2)cc1OC,-12,-0.6,-2,22,-2,-1.1,-3.9,-2.0,1
CC(=N\O)/C(CN(C)C)=N/O,-2,-0.2,-13,-2,-6,-3.3,-1.9,-0.9,3
COc1cccc(-c2sc3cc(OC)c(OC)cc3c2-c2ccc(OCCN3CCCCC3)cc2)c1,5,-0.2,-7,/,/,/,-2.5,-0.3,1
O=c1[nH]c(N2CCN(c3ccccc3)CC2)nc2c1CCC2,2,-0.6,6,2,13,-2.9,0.3,-0.3,-1
Cc1ccc(-c2cnc(NCc3cc4c(cc3[N+](=O)[O-])OCO4)n2C)cc1C,-7,/,-6,2,-3,1.4,-5.4,-0.1,-3
CSc1ccc(CN2CCC2(C)C(=O)NC2CCN(Cc3ccccc3)CC2)cc1 (configuration not stated),4,0.3,2,3,-14,/,-3.1,-0.6,-1
Cc1csc(SCC(=O)c2c(N)n(C)c(=O)n(C)c2=O)n1,11,-2.2,-71,2,-1,-3.6,-5.4,-2.9,-5
CN(C(=O)COC(=O)C1CCN(S(=O)(=O)c2cccs2)CC1)C1CCS(=O)(=O)C1 (configuration not stated),6,-1.9,6,-1,-3,0.6,-1.1,?,0
Cc1cc(-c2csc(NC(=O)c3cc4ccccc4o3)n2)c(C)n1C,20,-0.6,-3,14,5,-0.7,-2.6,-0.4,2
CCOc1ccc(C(=O)CN2C(=O)NC3(CCCCCC3)C2=O)cc1,7,-1.5,5,-5,8,4.3,1.9,0.4,1
COc1cccc(C(=O)Nc2nnc(S(=O)(=O)N(C)c3ccccc3)s2)c1,20,-0.3,8,11,-2,0.3,1.4,1.2,3
N#CC1=C(N)Oc2cc(O)ccc2C1c1cccnc1 (configuration not stated),-4,1.9,0,6,0,-7.6,-2.5,0.5,-3
Nc1c(C(=O)CSc2nnc(N3CCOCC3)n2-c2cccc(F)c2)c(=O)[nH]c(=O)n1C1CC1,-5,1.1,-13,-12,2,-0.6,-3.0,2.5,-4
O=C(/C=C/c1ccco1)NC1=NCCS1,28,-1.7,-1,-3,-2,-1.4,-0.2,0.0,0
COC(=O)c1cc(C(=O)OC)cc(N2C(=O)CC(NNC(=O)c3ccccc3Cl)C2=O)c1 (configuration not stated),-1,/,-18,-14,-2,2.7,0.7,-1.0,-1

Other compounds follow.
compound,GDH-TPI counter,BioA inh,BoNT-F LC inh,CCHF vOTU inh,PrPC TRFRET,UGM FP inh,FadD28 FP inh,BoNT-A LC inh2,FBA Mtb inh
C[C@@H](CSc1ccccc1)CN1CC[C@H](NC(=O)OCc2ccccc2)CCC1=O,3,-0.2,-5,9,-2,0.1,-3.7,0.5,1
CCOCc1c(C(=O)NC2CCCCCC2)oc2ccccc12,-2,/,3,5,-3,-0.9,-4.1,-0.3,-8
COC(=O)C[C@H]1C[C@H]2c3cc(NC(=O)Nc4ccc(F)cc4)ccc3O[C@H]2[C@@H](CO)O1,-9,0.1,1,9,2,/,-4.3,-0.1,-1
COc1ccccc1N(C)S(=O)(=O)c1ccc(C(=O)NC(C)c2ccccc2)cc1 (configuration not stated),-5,0.8,3,0,-3,-1.5,-2.6,0.0,-4
COC(CN1C(=O)C(=O)/C(=C(/O)c2ccccc2)C1c1ccccn1)OC (configuration not stated),26,/,2,4,7,0.9,-1.3,0.0,-2
CCC1(c2ccc(F)cc2)NC(=O)N(CC(=O)N2CCN(S(=O)(=O)c3ccc(C)cc3)CC2)C1=O (configuration not stated),0,3.1,10,-3,1,-1.4,-1.6,7.1,-1
Cn1cc(P(=S)(N2CCOCC2)N2CCOCC2)cc1P(=S)(N1CCOCC1)N1CCOCC1,3,-1.2,-7,-1,1,2.5,-1.1,-1.2,3
CC(=O)C1=C(C)NC2=C(C(=O)c3ccccc32)C1c1ccccc1 (configuration not stated),2,/,-2,5,-38,-2.3,1.0,-0.4,1
Cc1cc(C(=O)Nn2cnnc2)ccc1[N+](=O)[O-],6,-0.7,?,5,-4,1.6,-2.1,0.2,-7
COc1ccccc1N1CCN(c2nc3c(C)cccn3c(=O)c2C=O)CC1,8,/,2,3,0,-1.1,-3.0,?,-2
O=c1cc(CO)oc(C(Nc2cccc(C(F)(F)F)c2)c2ccccn2)c1O (configuration not stated),3,1.1,-6,2,3,1.0,-0.3,-0.9,0
CC1(C)CC2(CCO1)OC(=O)CC2C(=O)NCCc1ccccc1 (configuration not stated),6,0.6,-16,-4,0,-1.1,0.3,0.3,-3
Cc1ccc(S(=O)(=O)N2CCC(C(=O)Nc3ccc(S(=O)(=O)N4CCOCC4)cc3)CC2)cc1,11,-1.0,0,-7,12,/,-2.5,0.3,1

Fetched by compound from the entries so far (5):
compound,GDH-TPI counter,BioA inh,BoNT-F LC inh,CCHF vOTU inh,PrPC TRFRET,UGM FP inh,FadD28 FP inh,BoNT-A LC inh2,FBA Mtb inh
COc1ccccc1N1CCN(c2nc3c(C)cccn3c(=O)c2C=O)CC1,8,/,2,3,0,-1.1,-3.0,?,-2
O=c1cc(CO)oc(C(Nc2cccc(C(F)(F)F)c2)c2ccccn2)c1O (configuration not stated),3,1.1,-6,2,3,1.0,-0.3,-0.9,0
Cc1ccc(S(=O)(=O)N2CCC(C(=O)Nc3ccc(S(=O)(=O)N4CCOCC4)cc3)CC2)cc1,11,-1.0,0,-7,12,/,-2.5,0.3,1
Cc1cc(C(=O)Nn2cnnc2)ccc1[N+](=O)[O-],6,-0.7,?,5,-4,1.6,-2.1,0.2,-7
CC1(C)CC2(CCO1)OC(=O)CC2C(=O)NCCc1ccccc1 (configuration not stated),6,0.6,-16,-4,0,-1.1,0.3,0.3,-3
